Source: PubChem BioAssay
Sm TGR block: inhibitors of Schistosoma mansoni thioredoxin glutathione reductase | actives 3% (n = 360,000) | AID 485364 | purified TGR, DTNB reduction, TNB absorbance 405 nm | Q962Y6 | Potency, µM (doses to about 114 µM), for inactives: at the top dose activity change, negative = inhibition, actives largely listed as inhibitors; note: potency is the fitted concentration of half-maximal effect; nearly all actives have a fitted effect of over 60% in size
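Kinetic colorimetric format: TGR-catalysed, NADPH-driven DTNB reduction monitored via TNB absorbance. Enzyme dispensed at 20 nM; compound exposure 15 min at room temperature before reaction start.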
AmpC inh no detg: AmpC beta-lactamase inhibition without detergent; P00811; AmpC nitrocefin hydrolysis, absorbance 480 nm, 0.0001% Triton; Potency, µM (titrated, usually from 57.1 µM), without a hit: at the top dose activity change, negative = inhibition, usual class: inhibitors; actives 0.52% (n = 330,000); AID 485341;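 note: potency is the fitted concentration of half-maximal effect; plate controls were no compound for no effect and no enzyme for full effect; nearly all actives have a fitted effect of over 20% in size; some results filed as inactive show a strong effect at the top dose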
Target sequence (P00811 whole entry, looked up): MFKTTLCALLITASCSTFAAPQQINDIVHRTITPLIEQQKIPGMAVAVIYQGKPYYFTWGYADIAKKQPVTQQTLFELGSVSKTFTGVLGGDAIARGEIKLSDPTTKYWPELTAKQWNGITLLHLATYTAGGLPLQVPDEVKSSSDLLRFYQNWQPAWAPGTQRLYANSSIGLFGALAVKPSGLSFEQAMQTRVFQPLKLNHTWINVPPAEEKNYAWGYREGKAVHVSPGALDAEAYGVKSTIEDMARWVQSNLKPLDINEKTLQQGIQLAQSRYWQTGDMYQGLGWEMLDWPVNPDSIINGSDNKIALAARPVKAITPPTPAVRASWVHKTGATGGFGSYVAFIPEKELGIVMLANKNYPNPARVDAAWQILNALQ
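AmpC (5.3 nM in the dispensed reagent) in 20 mM phosphate pH 7.0 with 0.01% (detergent screen) or 0.0001% Triton X-100 was preincubated with compounds for 15 min at room temperature. Nitrocefin was then added from an 800 uM solution, and hydrolysis was followed at 480 nm.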
FBPA Giardia inh: Giardia lamblia aldolase inhibition | A8B2U2 | purified Giardia FBPA | Potency, µM (doses to about 59.6 µM), for the others: top-dose activity, negative = inhibition, actives largely listed as inhibitors | actives 0.71% (n = 290,000) | AID 2451; note: potency is the fitted concentration of half-maximal effect; nearly all actives have a fitted effect of over 55% in size
Target sequence (A8B2U2 whole entry, looked up): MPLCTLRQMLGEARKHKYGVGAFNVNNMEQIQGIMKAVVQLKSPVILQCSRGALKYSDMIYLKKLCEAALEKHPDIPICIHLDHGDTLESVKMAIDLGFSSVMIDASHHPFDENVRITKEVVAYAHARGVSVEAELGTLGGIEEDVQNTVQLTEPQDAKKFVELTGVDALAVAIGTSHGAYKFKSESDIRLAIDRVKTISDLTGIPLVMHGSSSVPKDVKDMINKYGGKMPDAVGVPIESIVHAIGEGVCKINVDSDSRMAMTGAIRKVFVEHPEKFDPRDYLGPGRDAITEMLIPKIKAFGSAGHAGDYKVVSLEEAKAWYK
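40 nM FBPA preincubated 10 min at RT with compound (up to 57.5 uM final), then substrate plus GAPDH/TPI/NAD/arsenate coupling and diaphorase/resazurin added. Fluorescence read after 20 min at RT, 525/598 nm.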
HCMV antiviral: human cytomegalovirus inhibition; HFF cells, HCMV-luciferase reporter, 72 h; hits give low values; activity change, negative = inhibition, % at 57.5 µM; actives 4.5% (n = 410,000); AID 1259415; in the data active = activity change below about -60%; inconclusive = no clear call, values can overlap the other calls; inactive = above about -39%
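Luciferase read-out from HCMV-luciferase-infected HFFs (MOI 1 PFU/cell) 72 h post infection at 37C; compounds added after 16 h cell attachment; activity normalized between buffer-only basal and Salinomycin (10uM) inhibitor controls.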
AMA1 RON2 block: AMA1-RON2 (P. falciparum) interaction inhibition; actives 0.2% (n = 360,000); Potency, µM (highest dose often 58.2 µM), without a hit: at the top dose activity change, negative = inhibition, usual class: inhibitors; AlphaScreen AMA1-biotinylated RON2 peptide binding;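 note: potency is the fitted concentration of half-maximal effect; 0% = vehicle wells and -100% = peptide control; nearly all actives have a fitted effect of over 45% in size; some results filed as inactive show a strong effect at the top dose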
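AMA1 (3D7) with his tag at 25 nM final met compounds first, then biotinylated RON2 peptide at 25 nM; detection used donor plus acceptor beads, 10 µg/mL apiece, read by AlphaScreen after 30 min at room temperature.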
AmpC detergent: blocks E. coli AmpC beta-lactamase in detergent assay | P00811 | AmpC hydrolysis of nitrocefin, absorbance 480 nm, 0.01% Triton | Potency, µM (top dose mostly 114 µM), without a hit: at the highest dose activity change, negative = inhibition, hits mostly inhibitors | actives 0.041% (n = 370,000) | AID 485294;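 note: potency is the fitted concentration of half-maximal effect; 0% = no-compound wells and -100% = no-enzyme wells; nearly all actives have a fitted effect of over 25% in size; some results filed as inactive show a strong effect at the top dose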
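AmpC (5.3 nM in the dispensed reagent) in 20 mM phosphate pH 7.0 with 0.01% (detergent screen) or 0.0001% Triton X-100 was preincubated with compounds for 15 min at room temperature. Nitrocefin was then added from an 800 uM solution, and hydrolysis was followed at 480 nm.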
Starred values were filed as active, the others as inactive; u = inconclusive; x = no result given; & = joins results of further samples; [ ] = dose if it differs, or a comment. Unless noted, calls come from the whole dose curve; as a rule, active = well fitted curve in the direction sought with a large enough effect; inconclusive = small, poorly fitted or top-dose-only effect, or another doubt; inactive = no such curve, though single readings can be large; an effect the other way counts as inactive or inconclusive. Unless noted, % is set by controls: 0 for no effect and ±100 for the full control effect.

SMILES	Sm TGR block	AmpC inh no detg	FBPA Giardia inh	HCMV antiviral	AMA1 RON2 block	AmpC detergent
COc1ccc(-c2cc3nc(C4CCN(C(=O)OC(C)(C)C)CC4)c(C(=O)Nc4cc(C)cc(C)c4)cn3n2)cc1	-2%	x	x	10	x	2%
Cc1ccc(CN(C)C(=O)C2CCC(=O)N(C3CCCCCC3)C2)cc1 (centres undefined)	-6%	143%[activator]	-5%	-31	-5%	0%
COc1ccc(C/C(C)=N/NC(=O)C2COc3ccccc3O2)cc1 (centres undefined)	18%	-10%	1%	81	57%[activator]	3%
COc1ccc(/C=C2\SC(=O)N(CCn3cnnn3)C2=O)cc1	2%	15%	1%	9	17%	-4%
CCC(O)C1CCN(Cc2cn(-c3ccc(OC)cc3)nc2-c2cccc(F)c2)CC1 (centres undefined)	-8%	138%[activator]	5%	66	1%	-5%
O=C(NCCCN1CCN(c2cccc(Cl)c2)CC1)c1cnn(-c2ccc(F)cc2)c1-n1cccc1	8%	x	x	-24	x	-10%
Cc1ccc(S(=O)(=O)N2CCN(S(=O)(=O)c3ccc(C)cc3)C2)cc1	-15%	3%	-7%	3	-2%	-4%
O=C(N/N=C/c1sc(=O)n(Cc2ccc(Br)cc2)c1Cl)c1ccco1	45µM*	-46%	x	-92*	0%	-4%
CC1Cc2cc(S(=O)(=O)N3CCC(C(N)=O)CC3)ccc2N1C(=O)C1CC1 (centres undefined)	4%	12%	9%	-6	7%	3%
Cc1cccn2c(=O)nc(SCC(=O)Nc3cccc4ccccc34)nc12	-26%	-18%	x	u	3%	-18%
CNC(=O)c1ccccc1S(=O)c1ccccc1COC(C)=O (centres undefined)	13%	-5%	2%	6	4%	0%
C#CCOCCOCCOCCNc1nc(N2CCN(C(=O)[C@H](CCC(=O)O)n3cc([C@@H](N)[C@H](C)CC)nn3)CC2)nc(N2CCN(C(=O)[C@H](CCCCN)n3cc([C@@H](N)CC(N)=O)nn3)CC2)n1	x	48%	x	-2	16%	x

Look-ups from the list.
O=C(N/N=C/c1sc(=O)n(Cc2ccc(Br)cc2)c1Cl)c1ccco1 | Sm TGR block: 45µM*
CC1Cc2cc(S(=O)(=O)N3CCC(C(N)=O)CC3)ccc2N1C(=O)C1CC1 (centres undefined) | FBPA Giardia inh: 9%

Sorted by number of heavy atoms (largest number first): part of the list above
SMILES	Sm TGR block	AmpC inh no detg	FBPA Giardia inh	HCMV antiviral	AMA1 RON2 block	AmpC detergent
COc1ccc(-c2cc3nc(C4CCN(C(=O)OC(C)(C)C)CC4)c(C(=O)Nc4cc(C)cc(C)c4)cn3n2)cc1	-2%	x	x	10	x	2%
CCC(O)C1CCN(Cc2cn(-c3ccc(OC)cc3)nc2-c2cccc(F)c2)CC1 (centres undefined)	-8%	138%[activator]	5%	66	1%	-5%
Cc1cccn2c(=O)nc(SCC(=O)Nc3cccc4ccccc34)nc12	-26%	-18%	x	u	3%	-18%

(cont.)
SMILES	Sm TGR block	AmpC inh no detg	FBPA Giardia inh	HCMV antiviral	AMA1 RON2 block	AmpC detergent
COc1ccc(C)cc1S(=O)(=O)Nc1cccc(Cl)c1	0%	-8%	-4%	8	0%	3%
COc1ccc(NC(=O)CN(C)C(=O)c2ccc(N3CCCCC3)c([N+](=O)[O-])c2)cc1	-2%	1%	x	-2	-15%	0%
O=C(c1cccc(S(=O)(=O)Nc2cccc(C(F)(F)F)c2)c1)N1CCCCC1	2%	-1%	1%	u	-2%	3%
CCOc1ccc(CNCc2c(C(=O)O)c(C)n(Cc3c(F)cccc3Cl)c2C)cc1OC	-12%	x	x	-6	x	17%
CCOC(=O)c1ccc(NC(=O)c2noc3c2CCCC3)cc1	5%	x	x	33	x	15%
CCCCC(NS(=O)(=O)c1ccc(C)cc1)C(=O)Oc1ccc2c3c(c(=O)oc2c1)CCC3 (centres undefined)	-2%	-22%	1%	6	8%	-1%
Cc1ccccc1CNC(=O)c1cnc2sc(N3CCOCC3)nn2c1=O	2%	x	x	49	x	0%
CN(CC(=O)N1CCN(c2cccc(Cl)c2)CC1)S(=O)(=O)c1cnc[nH]1	11%	1%	1%	-23	6%	-13%
O=C(Nc1ccc2cn[nH]c2c1)c1ccccc1F	-24%	-18%	2%	92	-2%	0%
CCCSc1cc(Cl)nc(N)n1	u	-19%	-2%	-39	-3%	-13%
COc1ccc(Nc2cc3n(c(=O)n2)CCc2cc(OC)c(OC)cc2-3)c(C)c1	1%	-26%	2%	15	-6%	-3%
CC1=C(C)CC(C(=O)NCc2c(F)cccc2Cl)C(C(=O)O)C1 (centres undefined)	1%	-9%	5%	x	-3%	-1%
CCn1cc(C(=O)N[C@H](C(=O)NCCCOC)C(C)C)c(=O)c2cc3c(cc21)OCO3	0%	5%	2%	-39	4%	-2%
CC(=O)Nc1ccc(NC(=O)c2ccccc2N(C)S(=O)(=O)c2ccccc2)cc1	-27%	-8%	9%	34	-10%	u
Cc1cccc2c(C(=O)N3CCN(C(=O)c4ccco4)CC3)cc(-c3cccc(Br)c3)nc12	-14%	129%[activator]	-6%	-64*	-19%	-11%
O=C(Cn1cc2c(n1)CCCC2)NCCCN1CCN(c2ccccc2F)CC1	0%	43%	-1%	-14	5%	-11%
O=C(c1cn(-c2ccccc2)nc1-c1ccc(F)cc1)N1CCCCC1	-7%	58%	-6%	-25	-3%	-1%
NC(=O)CC(NC(=O)Cc1ccc(Br)cc1)c1ccc(NC2CCN(Cc3ccccc3)CC2)c([N+](=O)[O-])c1 (centres undefined)	-2%	70%[activator]	-6%	-93*	-2%	-6%
CCOP(=O)(OCC)C1(C(=O)O)CCCC1	1%	2%	-2%	-2	8%	2%
CCOc1ccc(CN(C(=O)c2oc3ccccc3c2C)C2CCS(=O)(=O)C2)cc1 (centres undefined)	-21%	74%[activator]	-5%	59	-15%	1%
COc1ccc(S(=O)(=O)Nc2ccccn2)cc1	-4%	-15%	-20%	1	0%	-15%
CN(C)c1ccc(C(CNS(=O)(=O)c2ccc(Br)cc2)N2CCCC2)cc1 (centres undefined)	-1%	x	x	-1	x	-1%
O=c1cnnc(N/N=C/c2ccccn2)[nH]1	5%	-12%	0.79µM*	-32	-4%	-1%
N/C(=C/C(=O)c1ccccc1O)C(F)(F)F	-5%	-12%	5%	x	-4%	-15%
CCOC(=O)c1ccc(CNC(=O)Cn2nnc(-c3ccc(C)cc3)n2)o1	-7%	53%	13%	71	-11%	u
O=c1c2ccccc2ncn1CCOc1ccccc1[N+](=O)[O-]	x	-8%	1%	26	-7%	0%
Cc1ccc(-c2nnn(CC(=O)N(c3cnc4ccccc4c3)C(C(=O)NC3CCCC3)c3ccncc3)n2)o1 (centres undefined)	3%	0%	0%	-29	-19%	-6%
CCOc1ccc(-n2c(SCC)nc3c(c2=O)SCC3)cc1	-19%	-23%	1%	-9	-4%	-15%
Cc1cc2cc(C)c(SCC(=O)NCc3ccco3)nc2cc1C	x	-8%	5%	-24	-7%	-10%
COc1cccc(N2CCN(C(=O)C3CCCN(S(=O)(=O)c4cccc5nsnc45)C3)CC2)c1 (centres undefined)	-5%	x	x	-8	x	0%
C=CCC(c1ccccc1)N(C(C)=O)c1ccco1 (centres undefined)	-9%	25%	0%	14	-6%	-1%
COc1ccc(OCc2n[nH]c(=S)n2Cc2ccco2)cc1	1%	-29%	0%	-22	92%[activator]	3%
COc1ccc(Br)cc1C(=O)Nc1cccc(C)c1	7%	-23%	-4%	98	-2%	u
COc1ccc(/C=N/n2cnnc2SCCO)cc1OC	u	-2%	-2%	48	-5%	-7%
O=C(Nc1cccc(S(=O)(=O)Nc2ccccc2F)c1)c1ccco1	x	-50%	x	-7	13%	x
Cc1coc2c1c(C)cc1oc(=O)c(CC(=O)NCC(=O)O)c(C)c12	0%	-7%	-12%	u	-14%	-2%
CC(=O)N1CCN(Cc2nc3cc(NC(=O)C4CCCCC4)ccc3n2C)CC1	-4%	x	-19%	-2	13%	0%
C/C(=C\c1ccccc1)CN1CCC(C(=O)N2CCC(C)CC2)CC1	0%	21%	-20%	-10	-30%	-2%
CCOc1ccc(-c2cc(C(=O)NCCCOC)c3c(-c4ccc(CC)cc4)[nH]nc3n2)cc1	7%	x	x	-21	x	0%
CCn1c(-c2nn(-c3ccc(C)cc3)ccc2=O)n[nH]c1=S	5%	1%[2.29 µM]	-23%	30	49%[activator]	1%
O=C(Nc1sc2c(c1C(=O)O)CCCC2)c1ccccc1Cl	-11%	-30%	-19%	-7	-1%	-17%
CC1=C(C(=O)OC(C)C)C(c2cncc(-c3ccc(F)cc3)c2)C(C#N)=C(N)O1 (centres undefined)	-31%	-24%	u	-10	0%	1%
O=c1[nH]c(N/N=C\c2ccc(F)cc2)nc2ccccc12	x	-37%	-5%	177	124%[activator]	-1%
O=C1C(NS(=O)(=O)c2cccs2)=C(N2CCN(Cc3ccccc3)CC2)C(=O)c2ccccc21	-30%	-25%	u	-27	28µM*	-4%
CC(=NCC1CCCO1)c1c(O)[nH]c(=O)[nH]c1=O (centres undefined)	-14%	-12%	6%	-10	6%	-13%
CCOc1cc(/C=N/NC(=O)c2ccc(CN3CCOCC3)cc2)ccc1OC	x	14%	0%	-26	-3%	-4%
O=C(Oc1c(Cl)cc(Cl)c2ccccc12)N1CCCCC1	4%	-14%	3%	-24	5%	-6%
O=C(NC(=S)N1CCN(c2ccccc2)CC1)c1ccccc1	-4%	-8%	x	-1	x	2%
Cc1[nH]c2ccccc2c1-c1csc(NC(=O)CSCCO)n1	-3%	-30%	-15%	30	-8%	6%
COc1ccccc1NC(=O)Nc1ccccc1C#N	1%	-24%	10%	38	-5%	u
O=C(CSc1nnc(-c2cccnc2)n1Cc1ccccc1)NCc1ccccc1	-32%	-5%	7%	26	-2%	4%
CCOC(=O)Cn1nc(C)cc1NC(=O)c1cc(OC)c(OC)c(OC)c1	-24%	3%	5%	30	4%	-5%
Cc1cc(C)c2nc(-n3nc(C)cc3N)cc(C)c2c1	14%	-30%	1%	69	-5%	4%
O=S(=O)(c1ccccc1C(F)(F)F)N1CCN(CC(O)COc2ccccc2F)CC1 (centres undefined)	-15%	79%[activator]	u	48	u	2%
Cc1ccc(Cl)c2c1NC(=O)C2(O)CC(=O)c1ccc(Br)cc1 (centres undefined)	-24%	-11%	-1%	110	0%	0%
CCCCCCCC(=O)OC(CN1CCCCCC1)CN1CCCC1=O (centres undefined)	-8%	42%	-1%	3	3%	1%
CCc1cc[n+](C2=C([O-])c3ccccc3C(=O)/C2=N\S(=O)(=O)c2cccs2)cc1	u	-22%	u	u	u	u
COc1ccc(C2/C=C\CN(C(=O)CC(C)(C)C)CC(=O)N2Cc2ccc(F)cc2)cc1 (centres undefined)	-16%	110%[activator]	0%&11%	1	3%	-1%
CCCC(NC(=O)c1ccco1)c1nc2ccccc2[nH]1 (centres undefined)	0%	-6%	-4%	-4	-5%	1%
O=C(O)/C=C\C(=O)N1CCc2ccccc21	-17%	-19%	1%	49	9%	-12%
CCOC(=O)c1cnc2ccc(OCC)cc2c1NCCCN1CCOCC1	u	73%[activator]	13%	-5	-10%	2%
